Source: PubChem
miR122 inh – miR-122 inhibition in Huh7 cells. Huh7 miR-122 Renilla luciferase sensor, 48 h; neutral wells = 0, positive control = 100. activation (reporter increase), % at 12.5 µM. 340,000 compounds, 0.3% hits. AID 602342;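 active means mean replicate activation score at least 90 and every replicate individually at or above 90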;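 further: higher luciferase means less miR-122 activity so hits act as miR-122 inhibitors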
ARNT-TACC3 inh – ARNT/TACC3 interaction disruption. Q9Y6A5. AlphaScreen His-ARNT PAS-B/GST-TACC3 binding, luminescence; TACC3 fragment carries E629A point mutation. inhibition, % at 9.99 µM. 390,000 compounds, 0.66% hits. AID 623870;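 active means mean inhibition of replicates at least 50% and at least half of replicates each reaching 50%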;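 further: 0% = complete ARNT plus TACC3 wells and 100% = ARNT alone without TACC3; many hits fall short of the cut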
Cneo AK release – causes C. neoformans cell lysis. adenylate kinase release luminescence, 4 h; normalised: neutral wells 0, clomiphene wells 100. lysis activity, % at 15 µM. 360,000 compounds, 0.2% hits. AID 651654;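 active means mean lysis activity across replicates of at least 80%, whatever share of replicates individually reach that level; inactive means mean lysis activity below 80%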
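read-out = cell lysis signal | test system = log-phase Cryptococcus neoformans yeast cells | input = cells at 5 × 10^6 per mL | medium = fresh YPD growth medium | signal = luminescent adenylate kinase detection reagent | timing = 4 h at 37 °C static, read 1 h later | dosing = single dose | controls = Clomiphene as positive lysis control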
Starred values were filed as active, the others as inactive; . = not tested or not shown. This is a subset; rates above refer to the full screens.

SMILES | miR122 inh | ARNT-TACC3 inh | Cneo AK release
Cc1ccc(OCC(=O)Nc2ccc(S(=O)(=O)Nc3onc(C)c3C)cc2)cc1 | -4.4 | -20.7 | .
CC(=O)N1C(C(=O)O)CSC1c1cccc(C)c1 (stereo not drawn) | -4.2 | -1.6 | .
Cc1ccc(S(=O)(=O)N2CCN(C(=O)CN3CCCC3)C2)cc1 | -5.1 | -23.3 | .
CCc1nnc(NC(=O)[C@@H]2CCCN2S(=O)(=O)c2ccc3c(c2)OCCO3)s1 | 1.7 | 18.9 | .
COCCCNC(=O)CC(NS(=O)(=O)c1ccc(OC)cc1)c1ccc(OC)cc1 (stereo not drawn) | 5.0 | -5.1 | .
COC(=O)CSCC(=O)Nc1cc2c(cc1C(C)=O)OCO2 | -0.1 | -4.6 | .
Cn1c(SCC(=O)NC(=O)NCc2ccco2)nnc1C(F)(F)F | 1.5 | -1.2 | .
COc1ccccc1/C=C(/CC(=O)NCc1ccccc1)c1nc2ccccc2s1 | 9.3 | -0.2 | .
Cc1ccccc1OCC(=O)Nc1ccc(S(=O)(=O)Nc2ccccn2)cc1 | 13.2 | -6.4 | .
CCOC(=O)c1cccc(Nc2ncnc3ccc(C)cc23)c1 | 6.9 | -2.9 | .
O=C(N/N=C/c1ccc(F)c(F)c1)c1cc2c(s1)-c1ccccc1CC2 | -2.5 | -4.7 | .
N#C/C(=C\c1ccc(Oc2ccc(C(F)(F)F)cc2[N+](=O)[O-])cc1)c1nc2ccccc2[nH]1 | -1.6 | -5.4 | .
COc1ccc(/C(N)=N/OC(=O)CSc2ccc(C)cc2)cc1OC | 1.8 | -9.2 | .
COc1ccc(C(C)C)cc1S(=O)(=O)N1CCN(C)CC1 | 53.8 | 3.6 | .
CN1CCc2c(sc3c2c(=O)n(-c2ccccc2)c2nncn32)C1 | -2.2 | -0.4 | .
Cc1ccc2c(c1)C(=O)C(=O)N2CC(=O)OC(C)C | 0.9 | -9.5 | .
O=C(Cc1cccs1)Nc1nc2c(ccc3ccccc32)s1 | 12.0 | 1.0 | .
CCOC(=O)c1c(NC(=O)OC)sc(C(=O)N(C)C)c1C | 2.7 | -8.4 | .
O=S1(=O)C=C(SCCN2CCCCC2)c2ccccc21 | 0.9 | -1.8 | .
Nc1nc(N2CCN(C(=O)c3ccco3)CC2)nc2ccc(Br)cc12 | 0.2 | 7.5 | .
CC(C)C(OC(=O)c1cc2c(s1)CCCCC2)C(=O)NC(N)=O (stereo not drawn) | 1.2 | -5.7 | .
O=C1c2ccccc2C(=O)N1CCN1CCCCC1 | -4.1 | -5.5 | .
CCC(=O)c1c[nH]c(C(=O)NCc2ccco2)c1 | 0.1 | -0.1 | .
Cc1nc2ccccn2c1C(=O)NN | 0.9 | -3.1 | .
COC(=O)c1cc2sc(Cl)cc2n1CC(=O)NCC1CCCO1 (stereo not drawn) | -3.6 | 4.0 | .
CNc1ccc(S(=O)(=O)NCC(=O)OCC(=O)Nc2cccc(Cl)c2Cl)cc1[N+](=O)[O-] | 1.3 | -3.6 | .
Cc1ccc(S(=O)(=O)/C(C#N)=C/c2c[nH]c3ccccc23)cc1 | -6.0 | 19.4 | .
N#C/C(=C\c1ccc(/C=C(/C#N)c2nn(CCO)c(N)c2C#N)cc1)c1nn(CCO)c(N)c1C#N | 2.5 | -2.2 | .
COc1ccc(/C=N/N2CCN(C)CC2)cc1OC | -2.2 | -19.3 | .
Cc1cccc(N(NC(=O)C(C)(C)O)C(=O)c2ccccc2)c1 | 5.6 | -0.3 | .
CCN(CC)C(=O)CSc1nc2ccc(NC(=O)CSc3nnc(COc4ccccc4C)n3C)cc2s1 | -4.8 | 0.8 | .
Cc1ccc(Nc2nnns2)cc1 | -5.1 | -9.9 | .
CCOc1ccc(Br)cc1S(=O)(=O)Nc1nc(CN2CCOCC2)nc2sc(C)c(C)c12 | 0.1 | -5.0 | .
O=C(N/C=C/c1ccccc1)Nc1ccc(Cl)cc1 | -0.6 | -4.3 | .
COC(=O)c1ccc(CSc2nnc(NC(=O)c3cc4c(s3)CCCC4)s2)cc1 | -1.0 | -10.6 | .
Cc1cc(Cl)cc(Cl)c1OCCOc1cccc2cccnc12 | 6.4 | -21.4 | .
COc1cc2ncnc(NCc3ccc(C)cc3)c2cc1OC | 3.1 | -10.9 | .
CCOC(=O)c1sc(Nc2nc3c(F)cccc3s2)cc1C | -0.3 | -2.6 | .
Cc1nc(NC(=O)CSc2nnc3ccccn23)c(Cl)cc1Cl | 2.4 | -9.5 | .
Cc1ccc(NN2C(=O)C=C(c3ccc(Cl)cc3)C2=O)cc1 | -1.8 | -2.3 | .
CCOC(=O)C1=C(c2ccccc2)N=C2SCC(=O)N2C1c1cccc(OC)c1 (stereo not drawn) | -3.6 | 5.9 | .
CCOC(=O)c1c(C)[nH]c(C)c1C(=O)CSc1nnc(-c2ccc(OC(F)F)cc2)o1 | -0.8 | 9.9 | .
OC(C#Cc1ccccn1)c1cccs1 (stereo not drawn) | -0.6 | 18.7 | .
Cc1cc(C)n(Cc2ccc(Cl)c(Cl)c2)c(=O)c1S(=O)(=O)c1ccccc1 | -1.4 | 5.1 | .
CN1CCN(CCP(=O)(c2ccccc2)c2ccccc2)CC1 | -0.2 | . | -1.1
Cc1cccc2cc3c(nc12)SC(=NCC1CCCO1)N(Cc1ccco1)C3 (stereo not drawn) | 5.3 | . | 0.2
CCNc1nc(OC)nc(Oc2ccc(=O)n(-c3ccccc3)n2)n1 | 3.1 | . | 5.6
CCOC(=O)c1[nH]c(COC(=O)CCOc2ccccc2OC)c(C(=O)OCC)c1C | 0.7 | . | 8.2
Cc1ccc(/C=C/C(=O)O)cc1S(=O)(=O)N(CCO)CCO | 3.2 | . | -4.2
Cc1ccc(S(=O)(=O)NC2CCCC2)cc1C | 35.6 | . | 1.3
COc1ccc(NC(=O)CSc2ccc(C)cc2)cc1 | 5.9 | . | 0.2
C#CCn1c(=NC(=O)c2sc3ccccc3c2Cl)sc2cc(S(N)(=O)=O)ccc21 | 0.7 | . | 3.3
COC(CNC(=O)c1c[nH]c2ccc(S(=O)(=O)N3CCC4(CC3)OCCO4)cc2c1=O)OC | 3.7 | . | 6.0
Cc1cc(Cl)ccc1Oc1nc(-c2ccc(F)cc2)ccc1C#N | 4.5 | . | -16.6
COc1ccc2cc3cc(C(=O)Nc4ccc5c(c4)OCCO5)oc3nc2c1 | -3.6 | . | 3.1
O=C(OCn1nnc2ccccc2c1=O)c1ccc2ccccc2n1 | -6.2 | . | 16.6
c1ccc(-n2ncc3c(NCC4CCCO4)ncnc32)cc1 (stereo not drawn) | 3.4 | . | -3.8
O=C(Nc1cccnc1)C1(c2ccccc2)CCCC1 | 4.2 | . | -4.6
O=C(NC(NC(=S)Nc1c(Cl)cccc1Cl)C(Cl)(Cl)Cl)c1cccc([N+](=O)[O-])c1 (stereo not drawn) | 173.7* | . | 6.9
C=CC(=O)Oc1ccc(N2Cc3ccccc3C2=O)cc1 | 6.6 | . | 0.4

The closing three records of the section before come first, to join the parts:
SMILES | miR122 inh | ARNT-TACC3 inh | Cneo AK release
O=C(Nc1cccnc1)C1(c2ccccc2)CCCC1 | 4.2 | . | -4.6
O=C(NC(NC(=S)Nc1c(Cl)cccc1Cl)C(Cl)(Cl)Cl)c1cccc([N+](=O)[O-])c1 (stereo not drawn) | 173.7* | . | 6.9
C=CC(=O)Oc1ccc(N2Cc3ccccc3C2=O)cc1 | 6.6 | . | 0.4
O=C(CCC1CCCCC1)NCc1cccs1 | -4.5 | . | -0.7
COc1ccc2c(c1)C(=O)c1ccccc1CO2 | -7.8 | . | 1.9
CC(C)OC(=O)CSc1nnc(-c2ccc(Cl)cc2Cl)n1N | -10.9 | . | 1.3
Cc1c(Cl)c(C(=O)NNC(=S)Nc2ccccc2)nn1C | -2.7 | . | -2.2
Oc1ccccc1N=Cc1ccc[nH]1 | 3.3 | . | -10.3
CC(C)COc1ccc(-c2nnc(-c3ccncc3)o2)cc1 | -7.2 | . | -9.2
Cc1nnc(Sc2nc3ccccc3o2)c2ccccc12 | 3.4 | . | -10.7
Cc1ccccc1CN1C2=NCCN2c2ccccc21 | 2.4 | . | 2.2
Cc1ccc(CNC(=O)C2CCCCC2C(=O)O)cc1 (stereo not drawn) | 2.8 | . | -5.7
CCSc1nnc(NC(=O)c2cc(C)nc3ccccc23)s1 | 0.5 | . | 3.5
COc1ccc(N(CC(=O)NC2CCCC2)C(=O)CCC(=O)Nc2cc(C)on2)c(OC)c1 | 16.1 | . | 0.5
N#C/C(=C\c1ccc(N2CCCCC2)c([N+](=O)[O-])c1)c1nn(-c2ccccc2)c(N)c1C#N | 6.4 | . | -5.0
Cc1ccc(S(=O)(=O)N2CCC(C(=O)NC3CCCCCC3)CC2)cc1 | -15.0 | . | 11.2
CCCn1c2ccccc2c2nc3ccccc3nc21 | -0.6 | . | 13.0
O=c1oc2ccccc2c(O)c1/C=C1\C=Nc2ccccc21 | 4.1 | . | -2.5
CCCc1nc(N2CCOCC2)c(C#N)c2c1CCCC2 | 5.5 | . | 0.0
COc1ccc(C(=O)C(CN2CCCC2)c2ccccc2)cc1 (stereo not drawn) | 5.1 | . | -2.0
O=C(Nc1ccc2nc(-c3ccco3)c(-c3ccco3)nc2c1)NC1CC1 | -4.2 | . | -3.5
CN(C)CCCOC(=O)C1c2ccccc2Oc2ccccc21 | 1.5 | . | 3.8
COc1ccc(C(=O)Nc2oc(-c3ccccc3)c(-c3ccccc3)c2C#N)cc1 | -1.6 | . | -1.5
CCN(CC)S(=O)(=O)c1ccc(NS(=O)(=O)c2ccc(O)c([N+](=O)[O-])c2)cc1 | -0.5 | . | -11.6
S=c1nc(-c2ccc(Br)cc2)oc2c1CCCC2 | 5.7 | . | 11.2
CCOC(=O)COc1ccccc1-c1ccno1 | 3.5 | . | 3.5
O=C(NCCCN1CCN(CCCNC(=O)c2cccc(Cl)c2)CC1)c1cccc(Cl)c1 | -6.3 | . | 5.9
CC(C)=CCC/C(C)=C/C=N/NC(=O)c1ccc([N+](=O)[O-])cc1 | -4.6 | . | -4.6
O=C(Nc1cccc(F)c1)C1CCN(C(=O)c2ccccc2Cl)CC1 | -0.4 | . | 1.2
O=C(CSc1nnc(-c2cnccn2)n1Cc1ccco1)c1ccccc1 | 14.4 | . | -1.3
Cc1ccccc1CN(c1ccc(C(N)=O)cc1)S(C)(=O)=O | -1.1 | . | 9.0
CC(=O)OC(Cn1nc(C)cc1C)c1ccccc1 (stereo not drawn) | 1.6 | . | 0.8
COc1ccc(Cn2c(C)c(C)c(C#N)c2NC(=O)Nc2cccc(C)c2)cc1 | 5.6 | . | -2.9
C=C(C)CC1Nc2ccccc2NC1CC(=C)C (stereo not drawn) | -0.7 | . | -1.4
CC(C)(C)c1ccc(C2(C)NC(=O)N(CC(=O)Nc3ccc4c(c3)OCO4)C2=O)cc1 (stereo not drawn) | -2.5 | . | -0.6
COC(=O)C1=C(C)N(Cc2cccnc2)C(=O)C1 | 3.3 | . | -2.7
COc1ccc(NC(=O)c2ccc3c(c2)OCO3)cc1Cl | -4.4 | . | -7.1
O=C(NCc1ccccc1)Nc1cccn(Cc2ccccc2)c1=O | 15.8 | . | -2.0
CCn1cc(C(=O)NC(=S)Nc2sc3c(c2C(=O)OC)CCCCCC3)cn1 | 8.1 | . | 2.8
Cc1ccc(-c2csc(N3CCC(NS(=O)(=O)c4ccc5c(c4)OCCO5)CC3)n2)cc1 | -0.9 | . | -8.4
N#Cc1c(NC(=O)CSc2ncn(-c3ccccc3)n2)sc2c1CCCC2 | -1.2 | . | 1.1
Cc1ccccc1OCCNC(=O)c1ccc2ccccc2n1 | -11.4 | . | -2.1
Cc1nn(Cc2ccccc2Cl)c(C)c1C(=O)Nc1nnc(C2CC2)s1 | 5.1 | . | 5.0
CC[n+]1c(/C=C(/C)SC)sc2ccccc21 | -19.2 | . | 3.8
CCC(=O)N1CCc2cc(S(=O)(=O)N3CCc4ccccc43)ccc21 | -1.2 | . | -0.3
COc1ccc(NC(=O)Nc2ccc(F)cc2F)c(C)c1 | 2.8 | . | 6.2
O=C(c1ccccc1)c1c[nH]c(C(=O)NCCCN2CCOCC2)c1 | 11.7 | . | -6.7
CCc1ccc(Nc2nnc(SCC(=O)Nc3sccc3C(N)=O)s2)cc1 | 5.4 | . | 1.7

Profiles as entered above. Screens in order: miR122 inh | ARNT-TACC3 inh | Cneo AK release
N#Cc1c(NC(=O)CSc2ncn(-c3ccccc3)n2)sc2c1CCCC2 across the screens: -1.2 | . | 1.1
Cc1ccccc1OCCNC(=O)c1ccc2ccccc2n1 across the screens: -11.4 | . | -2.1
CCn1cc(C(=O)NC(=S)Nc2sc3c(c2C(=O)OC)CCCCCC3)cn1 across the screens: 8.1 | . | 2.8
O=C(NCc1ccccc1)Nc1cccn(Cc2ccccc2)c1=O across the screens: 15.8 | . | -2.0

(next part)
SMILES | miR122 inh | ARNT-TACC3 inh | Cneo AK release
O=C(NNC1=NCCCCC1)c1ccccc1 | -1.2 | . | 1.8
CC(CCc1ccccc1)NC(=O)COC(=O)C12CC3CC(CC(Br)(C3)C1)C2 (stereo not drawn) | 30.3 | . | 4.7
COc1ccc2nc3oc(C(=O)N4CCC(C(N)=O)CC4)cc3cc2c1 | 24.4 | . | -1.5
CC(C)(C)C1(c2ccccc2)NC(=O)N(CC(=O)N2CCOCC2)C1=O (stereo not drawn) | 5.8 | . | 1.8
